Assay outcomes deposited in PubChem BioAssay by several laboratories.
SR-BI HDL uptake – blocks mouse SR-BI lipid uptake from DiI-HDL. Q61009. ldlA[mSR-BI] CHO cells, DiI-HDL uptake fluorescence, 3 h. inhibition, % at 12.5 µM. 320,000 compounds, 0.96% hits. AID 488896;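 active = mean replicate inhibition of at least 70% and a set share of replicates each scoring 70 or more; inconclusive = meets just one of the two criteria; inactive = fails both criteria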;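 note: 0% = median of neutral control wells and 100% = median of positive control wells; values of inactives mirror those of a sister screen read the other way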
Target sequence (Q61009 whole entry, looked up): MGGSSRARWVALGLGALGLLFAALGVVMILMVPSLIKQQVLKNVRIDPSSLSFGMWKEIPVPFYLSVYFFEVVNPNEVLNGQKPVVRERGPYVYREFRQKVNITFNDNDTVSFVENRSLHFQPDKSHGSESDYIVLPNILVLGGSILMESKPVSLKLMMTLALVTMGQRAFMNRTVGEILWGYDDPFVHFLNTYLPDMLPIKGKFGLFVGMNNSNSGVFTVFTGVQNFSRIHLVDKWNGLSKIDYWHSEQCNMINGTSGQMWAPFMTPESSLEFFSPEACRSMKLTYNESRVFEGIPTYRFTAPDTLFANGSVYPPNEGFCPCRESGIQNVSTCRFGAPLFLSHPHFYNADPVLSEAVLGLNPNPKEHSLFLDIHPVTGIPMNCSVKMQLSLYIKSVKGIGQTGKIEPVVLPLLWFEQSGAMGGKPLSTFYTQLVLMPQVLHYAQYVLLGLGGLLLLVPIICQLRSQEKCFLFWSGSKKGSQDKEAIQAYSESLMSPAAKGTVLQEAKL
phage Ecoli inh – E. coli growth loss with phage present | inhibition, % at 11.9 µM | 360,000 compounds, 0.26% hits | growth absorbance; in the data active = inhibition above about 11%
MITF act – activators of MITF-driven TRPM1 promoter activity in SK-MEL-5 cells | 300,000 compounds, 0.75% hits | SK-MEL-5 TRPM1-promoter luciferase, 24 h; % of positive control, neutral wells = 0 | activation, % at 12.5 µM;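 active = mean activation of at least 80% with every replicate also reaching 80%; inconclusive = mean reaches 80% but some replicate falls short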;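 note: 0% = neutral control wells and 100% = parthenolide positive control wells; values of inactives mirror those of a sister screen read the other way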
Wnt bcat act – Wnt/beta-catenin pathway activation; Wnt/beta-catenin reporter cell assay, activator, plate reader; activation, % at 9.35 µM; 300,000 compounds, 1.2% hits; AID 743398; in the data active = activation above about 30%, passing the limit was not always enough; inconclusive = no clear call, values can overlap the other calls;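 note: 0% = neutral control wells and 100% = positive control wells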
E coli growth – reduces bacterial viability in AddAB counter-screen. E. coli V3065 growth, OD600 absorbance, 18 h. inhibition, % at 11.9 µM. 330,000 compounds, 0.27% hits. AID 449728;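 active = inhibition above the campaign's mean inhibition across all tested compounds plus 3 SD, cut at about 9.9% in these data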;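 note: uninfected addAB+ strain grown without phage in ampicillin broth; 0% = DMSO wells and 100% = ciprofloxacin 0.95 µg/ml wells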
CAL PDZ FP-1 – inhibitors of human CAL PDZ peptide binding; Q9HD26; purified CAL PDZ, TMR-peptide fluorescence polarization, 1 h; inhibition, % at 20 µM; 330,000 compounds, 0.02% hits; AID 504414;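 active = highest replicate inhibition of at least 40%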;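 note: plate controls were DMSO neutral control wells for no effect and unlabeled competitor peptide control wells for full effect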
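System: tagged CAL PDZ domain. Schedule: 1 h room-temperature incubation prior to read. Signal: fluorescence polarization (mP). Measure: percent inhibition from loss of millipolarization.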
AddAB inh – less growth of phage-infected E. coli with AddAB; E. coli expressing H. pylori AddAB, absorbance growth; inhibition, % at 11.9 µM; 330,000 compounds, 0.29% hits; in the data active = inhibition above about 12%;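 note: 0% = vehicle wells of infected cells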
CAL PDZ FP-2 – inhibitors of human CAL PDZ peptide binding; inhibition, % at 24.9 µM; Q9HD26; purified CAL PDZ, TMR-peptide fluorescence polarization, 1 h; AID 602252; 300,000 compounds, 0.92% hits;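 active = mean inhibition of at least 30% with at least half of replicates also reaching 30%; inconclusive = no clear call, values can overlap the other calls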;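 note: 0% = DMSO neutral control and 100% = excess unlabeled competitor peptide PRC23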
Tat transport – blocks Tat-dependent protein export in E. coli; E. coli MC4100 TorA-mCherry Tat export, fluorescence; inhibition, % at 10 µM; 340,000 compounds, 0.036% hits; AID 488895;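 active = mean replicate inhibition at least 50% and at least half of replicates individually reaching 50%; inconclusive = only one of the two criteria met; inactive = neither criterion met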;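 note: exported cargo escapes ClpAP degradation while cytoplasmic cargo is degraded and loses fluorescence; 0% = median of neutral control wells and 100% = median of NaSCN control wells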
SR-BI uptake up – SR-BI HDL lipid transfer activation; AID 504775; activation, % at 12.5 µM; CHO ldlA[mSR-BI] cells, DiI-HDL uptake fluorescence, 3 h; 100 = double the neutral-control signal; 320,000 compounds, 0.096% hits;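 active = mean replicate activation of at least 60% and every replicate at or above 60%; inconclusive = mean or all-replicate condition met, but not both; inactive = mean below 60% and not all replicates reaching 60%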;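 note: 0% = median plate neutral-control signal and 100% = twice that signal; values of inactives mirror those of a sister screen read the other way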
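Test system: SR-BI-overexpressing, LDLR-lacking CHO cells; Also added: labelled HDL, 10 µg/mL; Measured by: bottom-read cell fluorescence after medium removal, ex 550/em 595 nm; Timing: 3 h uptake period with compound, 37 °C; Buffer or medium: F12, 0.5% BSA, 25 mM HEPES; Doses: single compound concentration, delivered by pin transfer.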
An asterisk follows results filed as active; ? = inconclusive; . = not tested or not shown.

SMILES	SR-BI HDL uptake	phage Ecoli inh	MITF act	Wnt bcat act	E coli growth	CAL PDZ FP-1	AddAB inh	CAL PDZ FP-2	Tat transport	SR-BI uptake up
Cc1cc(S(=O)(=O)Nc2ccc(C(=O)NCC3CCCO3)cc2)ccc1F (centres undefined)	.	3.0	.	-3	-4.5	.	-4.7	.	.	.
Cn1cc(/C=C2/SC(=O)N(c3ccccc3)C2=O)c2ccccc21	39	0.2	48	-2	0.1	-2.7	1.3	-2	5	-39
Cc1ccc2c(c1)c1c3n2CCN(CC(O)CNC(C)C)C3CCC1 (centres undefined)	30	-0.6	.	-1	-1.4	-0.1	0.8	-12	-4	-30
CCCCCCC(=O)N1C/C=C\C(c2ccc(OC)cc2)N(Cc2ccc(F)cc2)C(=O)C1 (centres undefined)	11	1.0	-14	-8	0.2	-0.1	3.2	-2	11	-11
CCOC(=O)c1cc(NC(=O)c2cc(C)on2)cc(C(=O)OCC)c1	16	0.4	-4	-3	1.0	.	0.7	-3	-5	-16
COc1ccc(CCC(C)NCC2CCCCC2)cc1 (centres undefined)	-30	-0.1	5	-12	2.2	0.0	1.0	1	-1	30
COc1cc(C(=O)NC2CCN(C)CC2)ccc1Nc1ncc2c(n1)N(Cc1ccccc1)CCC(=O)N2C	4	1.9	-47	?	.	0.8	.	-2	10	-4
Cc1cc(F)ccc1S(=O)(=O)Nc1ccc(C(=O)N2CCCCCC2)cc1	-1	2.9	3	2	0.3	-0.1	2.1	2	2	1
COc1cc(NC(=O)CSc2nnc(-c3ccncc3)n2C2CCCCC2)ccc1NC(=O)c1ccco1	63	1.1	1	-1	-3.7	-2.4	-0.7	-3	1	-63
Cc1ccc(CNS(=O)(=O)c2c(C(=O)N3CCCCC3)c(C)n(C)c2C)cc1	-15	3.5	-4	1	2.0	-2.2	3.0	-2	-7	15
CCOc1ccc(NC(=S)N(CCN2CCOCC2)Cc2cc3cc4c(cc3[nH]c2=O)OCO4)cc1	0	1.4	11	0	-1.4	-0.3	2.4	63*	-16	0
Oc1cc2c(cc1C(c1ccc(Br)cc1)N1CCCC1)OCO2 (centres undefined)	-8	6.0	4	-2	.	-0.3	.	4	3	8
O=c1cc(-c2ccsc2)oc2cc(-c3ccc4c(c3)OCO4)ccc12	10	0.6	5	1	-0.7	-2.8	-0.4	1	-12	-10
COc1ccccc1C(=O)Nc1ccnn1C1CCN(C)CC1	-11	-1.2	-1	1	0.4	-0.8	1.5	1	4	11
CCC(=O)OC1CC(C)N(C(=O)c2ccccc2)c2ccc(C)cc21 (centres undefined)	-16	0.9	-9	-2	-0.3	-0.5	0.5	-1	7	16
Cc1ccc(C)c(NC(=O)Cc2ccc(S(=O)(=O)N3CCCCC3)s2)c1	-24	0.9	-10	-1	-0.9	-0.7	3.0	4	-1	24
Cc1ccc(OCC(=O)N(Cc2ccco2)C2CCS(=O)(=O)C2)cc1C (centres undefined)	-3	.	4	.	0.5	0.2	-3.7	.	3	3
Cc1cc(NC(=O)CSc2nnc(Cc3ccccc3)o2)no1	-7	1.4	-12	.	-2.0	-1.6	0.3	-3	-1	7
OCCCNc1ncnc2sc(-c3ccccc3)cc12	0	5.7	-1	0	0.8	-3.5	4.1	11	-2	0
O=C1N=C2N(CCN3CCCCC3)c3ccccc3N2/C1=C\c1ccc([N+](=O)[O-])s1	.	4.1	-13	4	.	-2.1	.	-7	0	.
O=C(CC1C(=O)NCCN1CC(c1ccccc1)c1ccccc1)NC1CC1 (centres undefined)	-11	4.4	4	-10	0.7	-1.4	-0.8	-4	1	11
CC1CCCCC12NC(=O)N(CC(=O)NNC(=O)c1ccc(Br)cc1)C2=O (centres undefined)	6	3.8	-9	1	1.5	0.1	0.1	13	-4	-6
CCOC(=O)c1c(NC(=O)CSc2c[nH]c3ccccc23)sc2c1CCCC2	40	4.2	.	-4	0.3	0.3	-2.7	.	2	-40
COc1ccc(CNC(=O)c2ccc3ccccc3n2)cc1OC	.	3.6	-19	-5	2.3	-3.2	3.7	-4	-6	.
CCCCC(=O)Nc1cc([N+](=O)[O-])ccc1F	9	2.9	.	-1	-2.0	-0.3	-1.3	.	-2	-9
CCOC(=O)C(=O)N=Nc1c(O)n(C)c2ccccc12	-34	3.7	-6	0	-0.2	-2.3	2.8	-1	-4	34
Cc1ccc(S(=O)(=O)C(C#N)=C2N(C)c3ccccc3N2C)cc1	-16	-2.4	1	1	-0.8	-0.5	-0.8	-2	-9	16
CCc1ccc(NC(=O)CNC(=O)[C@@H]2Cc3ccccc3CN2C(=O)OC(C)(C)C)cc1	-22	1.3	10	2	-1.8	-2.3	4.4	-1	10	22
CC(C)n1ncc2c(C(=O)NCCOc3ccccc3F)cc(C3CC3)nc21	62	1.2	-4	-3	0.9	-2.0	-1.0	-3	14	-62
CN(C)C(CNC(=O)CCNC(=O)c1ccccc1Cl)c1ccco1 (centres undefined)	1	2.6	-2	4	1.2	-1.7	-0.6	-6	2	-1
CNC(=O)C1(C(F)(F)F)C/C(=C\CCO)CCCO1 (centres undefined)	6	1.0	-3	-1	0.2	-0.3	2.3	-2	-8	-6
CCOc1ccc2c(C)c(Cl)c(=O)oc2c1	13	1.1	2	-6	0.0	-0.5	1.7	0	13	-13
COc1ccc(-c2c(C(C)=O)c(C)nc3sc4c(c23)NC(c2ccccc2)NC4=O)cc1 (centres undefined)	-5	3.0	-8	-2	-0.3	-1.0	-2.0	4	-4	5
Cc1ccc(S(=O)(=O)NCCNc2ccccc2[N+](=O)[O-])cc1	9	3.6	3	-1	1.9	0.8	-0.3	2	13	-9
CCCN(C(=O)CSc1cc(-c2ccccc2)c2ccc(OC)cc2n1)C1CCS(=O)(=O)C1 (centres undefined)	5	-0.8	18	-5	-3.5	-0.8	3.9	-4	-1	-5
COc1ccc(OC)c(C2C(C(N)=O)=C(C)Nc3nc(-c4cccc(Cl)c4)nn32)c1 (centres undefined)	14	0.5	.	.	-3.2	-3.1	-2.0	1	-4	-14
O=C(c1ccc(CS(=O)(=O)c2ccccc2)o1)N1CCOCC1	-12	0.3	-15	-4	0.3	-0.7	3.4	5	13	12
CCOC(=O)CNc1ncc(C(F)(F)F)cc1Cl	-8	3.7	12	-1	0.2	-0.6	2.4	3	-3	8
COc1cc(/C=C/C(=O)O)cc(S(=O)(=O)NCCCC(=O)O)c1OC	-8	4.4	-2	-1	-0.9	-0.3	-0.2	-1	0	8
O=C(NC(Nc1nc2ccc([N+](=O)[O-])cc2s1)(C(F)(F)F)C(F)(F)F)c1ccccc1	34	13*	.	.	5.8	-4.7	9.0	0	-7	-34
COC(=O)c1sccc1NC(=O)CCC1CCCCC1	12	2.3	.	0	0.6	-5.9	-0.2	-2	2	-12
Cc1ccc(F)c(NC(=O)CCOc2ccccc2C)c1	-11	1.1	.	1	-1.4	0.1	0.6	-4	3	11
CC(=O)Nc1ccc(S(=O)(=O)N2CCN(C(=O)c3ncoc3-c3ccccc3)CC2)cc1	6	4.7	3	0	.	-2.2	.	-1	1	-6
CC(C)(C)S(=O)(=O)c1c(C(=O)O)cccc1C(=O)O	0	3.8	.	-2	-0.9	-1.5	-1.4	1	-2	0
COc1cccc(NC(=S)N(Cc2ccco2)C(C)c2ccco2)c1 (centres undefined)	14	1.6	2	2	1.9	-0.6	1.7	-3	-2	-14

Shown with values under each structure: part of the list above.
The line under a structure holds: SR-BI HDL uptake	phage Ecoli inh	MITF act	Wnt bcat act	E coli growth	CAL PDZ FP-1	AddAB inh	CAL PDZ FP-2	Tat transport	SR-BI uptake up
CCOC(=O)CNc1ncc(C(F)(F)F)cc1Cl
    -8	3.7	12	-1	0.2	-0.6	2.4	3	-3	8
COc1cc(/C=C/C(=O)O)cc(S(=O)(=O)NCCCC(=O)O)c1OC
    -8	4.4	-2	-1	-0.9	-0.3	-0.2	-1	0	8
O=C(NC(Nc1nc2ccc([N+](=O)[O-])cc2s1)(C(F)(F)F)C(F)(F)F)c1ccccc1
    34	13*	.	.	5.8	-4.7	9.0	0	-7	-34

Next part:
SMILES	SR-BI HDL uptake	phage Ecoli inh	MITF act	Wnt bcat act	E coli growth	CAL PDZ FP-1	AddAB inh	CAL PDZ FP-2	Tat transport	SR-BI uptake up
O=S(=O)(Nc1nnc(C(F)(F)F)s1)c1ccc(Cl)cc1	-26	3.0	-19	-2	-1.3	-1.0	-2.1	.	-1	26
O=C(Cc1ccc([N+](=O)[O-])cc1)OCc1c(F)cccc1Cl	-33	3.3	2	-2	4.2	.	0.8	-1	-6	33
COc1cccc(NC(=S)NCc2cccnc2)c1	-41	4.5	-9	.	-0.3	-1.1	-0.5	-3	3	41
CCOC(=O)CNC(=O)N1CCCC(N(C)CCc2ccccc2)C1 (centres undefined)	3	1.9	0	-1	0.5	-0.2	4.8	.	6	-3
Cc1ccc(NC(=O)COC(=O)c2ccc3c(c2)OCCO3)cc1	-10	1.9	6	1	0.9	0.5	2.1	-3	6	10
N/C(=N\O)c1ccc(NC(=O)c2ccc(Br)o2)cc1	-16	3.1	34	.	-1.9	-0.2	-1.1	67*	0	16
O=C(Nc1nc2n(n1)C(c1ccccc1)CC(c1ccc(Cl)cc1)N2)c1ccco1 (centres undefined)	0	2.5	17	.	-2.1	-1.9	6.0	-1	8	0
CN(Cc1ccco1)S(=O)(=O)c1nnc(NC(=O)c2ccccc2Cl)s1	-26	3.3	.	10	-3.0	-2.7	3.2	-5	-1	26
CC(C)[C@H](NS(=O)(=O)c1ccccc1F)C(=O)NC1CCCCC1	-7	5.2	0	-1	0.3	0.8	2.2	0	-4	7
Cc1cccnc1NC(=O)COc1ccc2oc3c(c2c1)CCCC3	-7	1.9	37	3	-0.8	.	1.5	0	-5	7
CC1(C)C/C(=N\NC(=S)Nc2ccccc2F)c2cc(O)ccc2O1	28	4.4	40	-2	-0.9	-0.4	3.5	-2	-7	-28
COc1ccc(Cl)cc1NC(=O)CN(C)C(=O)CSc1ccc2c(c1)OCCO2	-10	-0.6	-1	-6	1.1	-0.2	1.1	0	2	10
Cn1cnc(S(=O)(=O)N2CCN(c3ccccc3)CC2)c1	-7	5.3	-5	-2	0.7	-1.3	2.2	-5	-4	7
O=C(NCC1CC1)c1ccc(Oc2cc(Cl)cc(Cl)c2)o1	-8	-0.3	-1	-2	-0.3	0.0	3.3	-1	9	8
CSCCCNC(=S)N1CCc2ccccc2C1	4	1.2	7	-1	-1.2	-0.3	-1.5	.	1	-4
Cc1cc(=O)oc2cc(OCCCN3C(=O)c4ccccc4C3=O)ccc12	.	3.6	-1	0	-0.5	-0.2	4.8	-4	-16	.
C=CCc1ccc(OCCn2cccc2C=O)c(OC)c1	9	3.1	93*	.	-1.2	0.4	1.0	.	-2	-9
N#Cc1ccc2ccn(CC(=O)NC3CCCCC3)c2c1	-8	4.0	-11	-4	-3.8	0.3	2.0	.	-5	8
